# NALP1 inh: inhibitors of NALP1 inflammasome in yeast; S. cerevisiae NALP1/ASC/caspase-1 growth, X-gal OD620, 72 h; inhibition, % at 10 µM; 280,000 compounds, 0.61% hits; in the data active means inhibition mostly above about 24%, no sharp cut-off; inactive means mostly below about 32%; further: some compounds called inactive have numbers as strong as hits
# OXTR potentiate: human OXTR potentiation. P30559. CHO-OTR cells, Fluo-8 calcium fluorescence, potentiator mode; 0% = oxytocin EC15, 100% = EC100. activation, % at 3 µM. 320,000 compounds, 0.061% hits;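 active means activation above that plate's cutoff, the mean activation of tested compounds plus 3 SD, cut at about 6.6% in these data, passing the limit was not always enough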;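 further: 100% uses oxytocin at 75 nM as the full agonist control; some results filed as inactive read as strong as hits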
#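 System: human OTR in CHO cells / Also added: sub-maximal oxytocin, roughly EC15 / Control set: EC15 oxytocin low, 75 nM oxytocin high / Schedule: 6 min compound pre-incubation at room temperature, 100 s kinetic read / Compound: single-point 3.0 µM / Replication: singlicate / Technique: Fluo-8 calcium dye fluorescence / Read-out basis: % activation of max/min ratio relative to oxytocin controls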
# V1aR counter: counter-screen for oxytocin receptor agonists: human V1a receptor agonists. P37288. CHO-V1R cells, Fluo-8 calcium fluorescence, agonist mode; 0% DMSO, 100% 3 nM vasopressin. activation, % at 3 µM. 320,000 compounds, 0.25% hits;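 active means activation above the mean activation of all tested compounds plus 3 SD, per screening run, cut at about 20% in these data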;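 further: signal is peak over basal fluorescence ratio across a 100 second FLIPR read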
# Target sequence (P37288 whole entry, looked up): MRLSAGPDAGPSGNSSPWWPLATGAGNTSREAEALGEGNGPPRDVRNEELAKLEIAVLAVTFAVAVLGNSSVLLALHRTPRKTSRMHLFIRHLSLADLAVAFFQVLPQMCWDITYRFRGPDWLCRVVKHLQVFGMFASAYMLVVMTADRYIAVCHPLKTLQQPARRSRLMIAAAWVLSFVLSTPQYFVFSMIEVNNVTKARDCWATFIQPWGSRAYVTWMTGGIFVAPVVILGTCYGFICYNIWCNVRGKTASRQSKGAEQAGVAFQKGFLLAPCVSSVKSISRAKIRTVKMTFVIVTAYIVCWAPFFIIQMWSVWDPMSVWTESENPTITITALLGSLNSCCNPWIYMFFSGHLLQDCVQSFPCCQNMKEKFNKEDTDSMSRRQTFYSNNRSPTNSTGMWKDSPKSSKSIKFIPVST
# OXTR agonist: activates the human oxytocin receptor; AID 2435; 320,000 compounds, 0.32% hits; CHO-OTR cells, Fluo-8 calcium fluorescence; normalized: DMSO 0%, oxytocin 100%; P30559; activation, % at 3 µM;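 active means activation above the mean of all tested compounds plus 3 SD, cutoff set per screening run, cut at about 20% in these data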;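 further: peak over basal fluorescence ratio from a 100 s FLIPR kinetic read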
# M18AAP inhibitor: PfM18AAP enzyme inhibition; recombinant PfM18AAP, H-Glu-NHMec fluorogenic cleavage; inhibition, % at 7.35 µM; 290,000 compounds, 1.2% hits; AID 1822;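 active means inhibition above the campaign mean inhibition over all tested compounds plus 3 SD, cut at about 28% in these data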;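 further: 0% = plate median of test compound wells and 100% = 2 mM ZnCl2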
# GPR7 antag: antagonists of human GPR7 (neuropeptides B/W receptor 1); P48145; GPR7-expressing cells, fluorescence antagonist assay; inhibition, % at 4.4 µM; 290,000 compounds, 1.1% hits; in the data active means inhibition above about 16%, passing the limit was not always enough;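 further: cells stimulated with the agonist NPW; 0% = agonist with vehicle and 100% = vehicle without agonist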
# Target sequence (P48145 whole entry, looked up): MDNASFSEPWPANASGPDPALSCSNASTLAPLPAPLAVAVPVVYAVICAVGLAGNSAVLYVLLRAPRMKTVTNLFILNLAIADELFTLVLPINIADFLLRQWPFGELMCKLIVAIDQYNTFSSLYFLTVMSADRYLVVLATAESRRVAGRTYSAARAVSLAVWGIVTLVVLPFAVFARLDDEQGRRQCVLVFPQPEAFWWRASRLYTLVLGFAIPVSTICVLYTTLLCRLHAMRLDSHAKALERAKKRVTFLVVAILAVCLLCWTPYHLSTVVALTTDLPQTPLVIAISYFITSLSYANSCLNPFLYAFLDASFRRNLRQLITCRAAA
# MEKK2wt PB1 HTS: raises or lowers MEK5 binding to wildtype human MEKK2 PB1 domain; bead flow cytometry, Alexa488-MEK5 binding to MEKK2 WT; actives lie on both sides; 290,000 compounds, 1.1% hits; binding response (% of control), % at 10 µM; AID 1531; Q9Y2U5; in the data active means binding response below about 67% or above about 130%
# MEKK2 mut-MEK5: signal of MEK5 binding to mutant human MEKK2 PB1 domain; bead flow cytometry, Alexa488-MEK5 binding to MEKK2 mutant; percent response, % at 10 µM; 290,000 compounds, 0.35% hits; in the data active means percent response above about 24%, passing the limit was not always enough; further: inactives centre near 1; some results filed as inactive read as strong as hits
# GalR3 antagonist: antagonists of human GalR3; 360,000 compounds, 0.44% hits; inhibition, % at 3 µM; AID 651719; HEK293 GalR3-CNG cAMP membrane potential fluorescence; galR3 body fused to GalR1 C-terminus; O60755;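 active means inhibition above the screen-wide average plus 3 SD, cut at about 13% in these data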;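 further: forskolin and galanin both at EC90 stimulate the cells; cAMP rise reported by CNG channel membrane potential dye signal; 0% = forskolin plus galanin with DMSO and 100% = forskolin alone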
# Target sequence (O60755 1-299 limits assumed): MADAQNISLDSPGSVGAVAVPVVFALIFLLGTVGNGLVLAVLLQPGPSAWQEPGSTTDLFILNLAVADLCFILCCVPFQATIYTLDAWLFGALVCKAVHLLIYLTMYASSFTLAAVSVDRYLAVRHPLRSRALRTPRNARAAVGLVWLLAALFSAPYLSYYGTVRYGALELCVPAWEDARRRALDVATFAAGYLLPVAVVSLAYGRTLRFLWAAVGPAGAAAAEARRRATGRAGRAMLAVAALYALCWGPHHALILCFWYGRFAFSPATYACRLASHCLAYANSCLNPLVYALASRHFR
# * hit, by the source's call; / = not tested or not shown. Compounds as they come; any-hit rate near 4.1%.
mol	NALP1 inh	OXTR potentiate	V1aR counter	OXTR agonist	M18AAP inhibitor	GPR7 antag	MEKK2wt PB1 HTS	MEKK2 mut-MEK5	GalR3 antagonist
Cc1cccn2c(=O)c3cc(C(=O)NCCCn4ccnc4)n(C)c3nc12	6	-5	-0.9	-1.7	1	-7	/	/	-5
CC(C)[C@H](NC(=O)[C@@H]1Cc2c([nH]c3ccccc23)C2c3ccccc3C(=O)N21)C(=O)N1CCC[C@@H]1C(=O)O (stereo partly specified)	1	2	0.1	0.8	2	-8	99	-1	-7
Cc1nn(Cc2ccccc2)c2c1C(c1cccnc1)C(C#N)=C(N)O2 (stereo unspecified)	41*	-8	1.6	-0.9	-12	-2	100	1	-2
Cc1ccc(-c2csc(-c3c[nH]c4ccccc34)n2)c(C)c1	-8	-15	0.8	-0.6	4	0	111	2	3
CCc1ccc(N2CC(C(=O)Nc3ccc(F)cc3)CC2=O)cc1 (stereo unspecified)	23	-10	1.0	0.8	-9	3	98	-7	-7
Cc1cc(NCCc2ccc(Cl)cc2)n2ncnc2n1	5	-8	5.2	2.3	-2	-6	107	4	-3
COc1ccc(N2CCN(S(=O)(=O)c3ccc(C(=O)NCc4ccco4)cc3)CC2)cc1	4	-4	3.2	0.7	-1	-4	82	-5	-11
CCOC(=O)CSc1cc(C)c(C#N)c2nc3ccccc3n12	-8	-5	0.8	-0.4	-11	-15	95	-2	-4
CC(C)(C)c1ccc(-c2nnc(SCC(=O)c3ccc4c(c3)OCCO4)o2)cc1	-5	-7	0.6	0.1	-1	2	/	/	-1
COc1ccccc1N1CCN(C(=O)c2oc3ccc(F)cc3c2C)CC1	30	-2	2.1	-2.2	-1	-9	87	-5	-5
CCOC(=O)C(C)Oc1cccc2c(=O)n(CC(=O)Nc3ccc4c(c3)OCCO4)ccc12 (stereo unspecified)	4	2	0.4	0.9	5	-5	110	12	/
Cc1cccc(CCNC(=O)C2CCCN(S(=O)(=O)c3cccc4nsnc34)C2)c1 (stereo unspecified)	30	-13	0.4	-1.7	8	0	107	3	8
CCOC(=O)Cc1csc(SCC(=O)Nc2cccc(Cl)c2)n1	18	-20	6.9	4.9	-7	-2	104	10	-7
CCN(CC)C(=O)Cn1c(=O)n(CCCC(=O)NCc2ccc3c(c2)OCO3)c(=O)c2sccc21	-5	1	-0.8	0.3	8	-11	100	4	-7
O=C(Nc1cccc(OC(=O)c2cccnc2)c1)c1cccnc1	14	-4	1.5	2.5	-10	0	102	1	3
O=C(NCCc1ccccc1)C1CCC(=O)N1C1CCCC1 (stereo unspecified)	10	-6	0.5	-0.3	-10	-2	103	4	-11
COc1cc(C2C(C#N)=C(N)Oc3n[nH]c(C)c32)cc2c1OCO2 (stereo unspecified)	16	-9	0.7	1.4	21	-12	98	-2	-6
Cc1ccc(S(=O)(=O)N2CCC(=O)N(CCOCc3ccc(C(F)(F)F)cc3)CC2)cc1	26	-12	16	9.4	1	-6	102	3	9
CCCS(=O)(=O)C(=C(Nc1ccc(OC)cc1)Nc1ccc(OC)cc1)S(=O)(=O)CCC	20	7	-1.2	-1.9	5	-1	106	4	-4
CCOC(=O)Oc1ccc2oc(C)c(C(=O)OCCOC)c2c1	-2	3	-0.1	-0.3	-2	-11	96	-2	-3
CCNC(=O)COC(=O)c1cc(-c2ccc(OC)cc2)nc2ccccc12	2	-11	2.2	2.2	0	-10	95	0	-1
O=C(O)c1cc(S(=O)(=O)NC(Cc2c[nH]c3ccccc23)C(=O)O)ccc1Cl (stereo unspecified)	10	1	0.2	0.3	0	-9	98	-2	-9
O=C(c1cc(C(=O)N2CCOCC2)c2nc3ccccc3n2c1)c1ccccc1O	1	-3	1.1	0.3	-7	-13	77	-21	2
O=C(c1ccc(-c2ccccc2Cl)o1)N1CCN(S(=O)(=O)c2cccs2)CC1	/	-16	0.9	0.2	/	/	/	/	-5
CCOC(=O)CN(C(=O)CNC(=O)c1ccco1)C(C(=O)NC1CCCCC1)c1cccs1 (stereo unspecified)	-7	-14	0.6	0.5	1	-7	102	7	4
CC1(C)Cc2nc(N3CCCC3)c(C#N)cc2CO1	-1	-4	-1.8	-1.6	-6	0	117	2	-6
O=C(Nc1cccc(C(F)(F)F)c1)c1scc2c1OCCO2	4	-22	-0.9	-0.9	5	-6	101	8	3
Cc1nn2c(-c3ccncc3)ccnc2c1Cl	25	-9	1.2	0.0	2	-1	102	0	-3
CCOc1ccc(C2CC(=O)n3nc(C45CC6CC(CC(C6)C4)C5)nc3S2)cc1OC (stereo unspecified)	9	-7	0.0	-1.1	-12	-4	106	6	-2
O=C(Nc1cccnc1)C1CC(=O)N(c2ccc(F)cc2)C1 (stereo unspecified)	-9	4	0.7	-0.2	-1	8	98	-6	-10
Cc1ccc(S(=O)(=O)N2CCN(Cc3cc(=O)n4ccccc4n3)CC2)cc1C	/	4	0.8	0.1	/	/	/	/	-2
COc1cccc(CSc2nnc(CSc3nc4nc(C)cc(C)n4n3)s2)c1	-1	-5	2.5	2.2	3	-1	106	3	-6
O=c1oc2ccccc2cc1-c1csc(Nc2ccc(O)cc2)n1	14	-9	-1.0	-1.1	-5	-3	96	-2	-2
CCO[C@H]1OC(C(=O)N2CCOCC2)=C[C@@H](c2cn(C(C)=O)c3ccccc23)[C@@H]1CCCO	-9	-6	-0.4	0.3	-1	-2	96	3	-8
CC(=O)c1ccc(Oc2ncnc3sccc23)cc1	14	-8	5.8	-0.7	-2	4	77	-10	-2
O=C(COc1ccc(S(=O)(=O)N2CCOCC2)cc1)N1CCCCCC1	-2	-7	2.0	3.3	-8	-5	91	-2	1
CC(OC(=O)c1nsc(Cl)c1Cl)C(=O)NC1CCCCC1 (stereo unspecified)	10	-9	-0.3	0.0	-10	-7	94	-4	-9
COc1ccc(-c2[nH]c(-c3ccc(C)cc3)nc2SCC(=O)Nc2nccs2)cc1	25	-5	-0.5	-2.0	12	2	106	0	1
O=C(Cc1ccccc1)NCC(=O)N/N=C/c1cccs1	17	-3	1.4	-0.9	-2	-2	97	-2	2
O=C(COc1cccc2cccnc12)NCc1cccs1	0	-5	-0.2	-0.5	3	-8	97	-2	-9
O=C(NCC1CCCO1)c1nn2c(C(F)(F)F)cc(-c3cccs3)nc2c1Cl (stereo unspecified)	14	4	1.0	-0.1	2	-6	103	9	-7
O=C(O)CCCCn1c(SCc2cc(=O)n3cc(Cl)ccc3n2)nc2ccsc2c1=O	34	-4	0.2	-0.1	1	-4	97	-5	-1
Cc1sc2ncn(CC(=O)NCCCN3CCC(C)CC3)c(=O)c2c1S(=O)(=O)N1CCC(C)CC1	4	-3	0.6	0.2	-3	-1	108	5	-5
COc1ccc(OC)c(CCNC(=O)CC2Oc3ccc(C)cc3NC2=O)c1 (stereo unspecified)	-3	/	/	/	-10	-11	100	0	4
CCn1c(CSCc2ccc(C)cc2)n[nH]c1=S	-23	/	/	/	9	-13	103	1	4
CCOc1cc(S(=O)(=O)NCCCn2ccnc2)ccc1Cl	-4	-4	0.2	0.5	0	-20	114	3	-3
COc1cccc(Nc2cc(C)nc3nc(C)nn23)c1	14	-5	-1.2	-1.5	0	-5	105	4	5
COc1cccc(N/C=C/C(=O)c2ccc(Br)cc2)c1	/	4	-0.4	0.3	-3	4	104	6	-4
Cc1ccc2c(c1)-n1c(nc3ccc(Cl)cc3c1=O)C(CC(C)C)NC2=O (stereo unspecified)	/	9	-0.8	-1.3	/	/	/	/	-1
COc1ccccc1C(=O)NNC(=O)c1cccc(F)c1	25	2	0.2	-0.1	7	-11	97	-1	-2

# (cont.)
mol	NALP1 inh	OXTR potentiate	V1aR counter	OXTR agonist	M18AAP inhibitor	GPR7 antag	MEKK2wt PB1 HTS	MEKK2 mut-MEK5	GalR3 antagonist
COc1cc(OC)c(NS(=O)(=O)c2cc(Br)cnc2N)cc1Cl	13	-13	0.7	5.2	4	-10	91	-5	-7
CCOC(=O)c1nc(C)sc1-c1ccnn1S(=O)(=O)c1ccc(Cl)cc1Cl	12	-12	0.8	-0.9	-4	-1	83	-4	-1
O=C(O)C1CCC(=O)N(C2CCCCC2)C1c1ccccc1 (stereo unspecified)	-104	-5	0.0	0.7	3	-7	107	2	1
O=C(c1ccc2c(c1)OCO2)n1nnc2ccccc21	6	/	/	/	-12	-11	103	3	/
Cc1ccc(N2C(=O)N(CC(=O)Nc3cccc(C)c3C)C(=O)C2C)cc1 (stereo unspecified)	/	-9	-0.2	-0.1	/	/	/	/	-2
CC(C)(C)c1ccc(CN(Cc2ccccc2)C(c2ccccn2)c2nnnn2C(C)(C)C)cc1 (stereo unspecified)	5	-16	0.4	-0.5	-2	-8	99	1	-3
O=C(Nc1cccc(Cl)c1)Nn1cnnc1	13	-11	1.3	0.5	67*	-2	73	-17	-8
CCOC(=O)c1cccc(NC(=O)CSc2nnc(C3CCCCC3)n2CC)c1	22	-17	-0.3	-1.4	-4	2	107	1	-3
Cc1ccc(S(=O)CCNC(=O)Cc2ccc(Cl)cc2)cc1 (stereo unspecified)	1	2	-1.6	-1.2	-4	-16	103	-3	-6
CC12CN(Cc3ccccc3)CC(C)(CN(Cc3ccccc3)C1)C2=O	6	-2	-0.9	0.2	-1	1	107	3	1

# Single records (already shown). Order of screens: NALP1 inh, OXTR potentiate, V1aR counter, OXTR agonist, M18AAP inhibitor, GPR7 antag, MEKK2wt PB1 HTS, MEKK2 mut-MEK5, GalR3 antagonist
# `Cc1ccc(S(=O)CCNC(=O)Cc2ccc(Cl)cc2)cc1` (stereo unspecified) reads 1, 2, -1.6, -1.2, -4, -16, 103, -3, -6
# `O=C(Nc1cccnc1)C1CC(=O)N(c2ccc(F)cc2)C1` (stereo unspecified) reads -9, 4, 0.7, -0.2, -1, 8, 98, -6, -10

# New compounds follow:
mol	NALP1 inh	OXTR potentiate	V1aR counter	OXTR agonist	M18AAP inhibitor	GPR7 antag	MEKK2wt PB1 HTS	MEKK2 mut-MEK5	GalR3 antagonist
COc1cc(C2C3=C(CC(C)(C)CC3=O)N(C)C3=C2C(=O)CC(C)(C)C3)ccc1O	4	/	/	/	34*	16	102	1	-9
CCN(CC)S(=O)(=O)c1cccc(-c2nnc(SCC(=O)c3ccc(Cl)s3)n2C)c1	14	-10	-0.1	-2.0	0	2	109	3	3
Cc1cc(C(=O)N2CCCC(Nc3ccc(C(C)C)cc3)C2)nn1C (stereo unspecified)	15	-5	-0.2	-0.2	6	-5	97	-1	-3
CN(C(=O)COc1cc(=O)n(C)c2ccccc12)c1cccc(Cl)c1	5	-3	-0.1	-1.5	4	13	97	2	0
NC(=O)C1CCN(CC(=O)Nc2cc(Cl)ccc2Oc2ccccc2)CC1	11	-3	0.9	2.1	5	-5	102	-1	-6
CCCCCCOc1ccc(C(=O)n2cnc(N)n2)cc1	14	-4	1.2	1.1	44*	4	102	5	-8
Cc1oc2cc3oc(=O)c4c(c3cc2c1C)CCC4	20	1	1.1	1.2	-10	-3	100	-2	-5
COC(=O)c1[nH]c2ccc(Cl)cc2c1NC(=O)Oc1ccccc1	0	-4	0.3	0.5	8	2	96	3	-3
CC(C)N(Cc1nccn1C)C(=O)c1cc(COc2ccc(-n3cncn3)cc2)on1	4	-10	0.4	0.5	1	-20	99	2	0

# Assay outcomes as filed in PubChem.
